Compound activity (PubChem)
ALOX12 inhib: inhibitors of human 12-lipoxygenase (ALOX12); P18054; purified 12-hLO, xylenol orange hydroperoxide absorbance; Potency, µM (series often up to 57.1 µM), without a hit: at the top dose activity change, negative = inhibition, actives largely listed as inhibitors; 0.12% of 150,000 active; AID 1452; note: potency is the fitted concentration of half-maximal effect; nearly all actives have a fitted effect of over 55% in size; many of its hits are not listed in these tables
Target sequence (P18054 whole entry, looked up): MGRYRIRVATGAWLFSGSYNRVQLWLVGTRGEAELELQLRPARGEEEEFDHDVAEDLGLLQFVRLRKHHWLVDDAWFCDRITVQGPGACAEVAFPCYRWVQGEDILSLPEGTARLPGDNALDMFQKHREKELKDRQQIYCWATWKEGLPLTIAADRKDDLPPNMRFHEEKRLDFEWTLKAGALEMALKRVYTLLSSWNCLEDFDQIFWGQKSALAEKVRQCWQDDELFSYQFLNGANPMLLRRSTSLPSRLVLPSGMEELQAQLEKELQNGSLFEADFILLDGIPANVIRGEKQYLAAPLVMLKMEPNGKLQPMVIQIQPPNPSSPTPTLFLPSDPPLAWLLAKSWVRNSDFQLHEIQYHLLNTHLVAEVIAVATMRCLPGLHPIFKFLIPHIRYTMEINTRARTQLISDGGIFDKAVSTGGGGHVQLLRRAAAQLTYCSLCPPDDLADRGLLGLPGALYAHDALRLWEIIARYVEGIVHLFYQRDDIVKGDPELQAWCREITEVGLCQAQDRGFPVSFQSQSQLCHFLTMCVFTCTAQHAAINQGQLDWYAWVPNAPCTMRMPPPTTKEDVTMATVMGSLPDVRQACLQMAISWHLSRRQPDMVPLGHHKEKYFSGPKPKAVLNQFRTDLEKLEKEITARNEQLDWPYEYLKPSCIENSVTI
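Xylenol orange chromogenic assay: hydroperoxide from 12hLO oxidises Fe(II), giving red-shifted Fe(III)-XO absorbance. Conditions: 150 nM enzyme, 40 uM arachidonic acid, 25 mM Hepes pH 7.0, 0.01% Triton X-100, 30 min, room temperature.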
ALOX15B inhib: blocks human 15-lipoxygenase 2 activity; 0.56% of 110,000 active; Potency, µM (titrated, usually from 57.1 µM), inactives show at the highest dose activity change, negative = inhibition, actives largely listed as inhibitors; purified 15hLO-2, xylenol orange hydroperoxide absorbance; AID 881; O15296; note: potency is the fitted concentration of half-maximal effect; nearly all actives have a fitted effect of over 60% in size; many of its hits are not listed in these tables
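Read-out: hydroperoxide product oxidises ferrous iron, measured as xylenol orange complex via the 573-to-405 nm absorbance ratio after 30 min. Reaction: 50 nM enzyme, 15 min compound preincubation, 45 uM arachidonic acid, 90 min RT, Hepes pH 7.5 with Triton X-100.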
IMPase inh: cell-permeable inhibitors of inositol monophosphatase (IMPase) | 120,000 tested, under 10 active | CHO-M1 cells, IP1 accumulation, HTRF TR-FRET ratio | P97697 | inhibition (IP1 accumulation), % at 46.1 µM | AID 901; active = well fitted curve in the direction sought with a large enough effect in the signal ratio, not every such curve was filed as active; inconclusive = small, poorly fitted or top-dose-only effect, or a change in a side signal; inactive = no such curve, though single readings can be large or run the other way; the % refers to the signal ratio;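 note: cells stimulated with carbachol in lithium chloride buffer; plate controls were DMSO basal wells for no effect and reference inhibitor wells for full effect; higher means more IMPase inhibition seen as more IP1 and lower FRET ratio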
Target sequence (P97697 whole entry, looked up): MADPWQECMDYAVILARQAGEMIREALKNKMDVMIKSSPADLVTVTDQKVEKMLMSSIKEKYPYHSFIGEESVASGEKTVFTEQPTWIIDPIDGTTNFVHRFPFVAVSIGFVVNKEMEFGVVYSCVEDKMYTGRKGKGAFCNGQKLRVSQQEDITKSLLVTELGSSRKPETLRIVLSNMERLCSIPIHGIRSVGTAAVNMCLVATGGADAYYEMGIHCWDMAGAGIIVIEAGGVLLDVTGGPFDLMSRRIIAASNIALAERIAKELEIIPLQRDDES
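Carbachol-driven Gq signalling in CHO-M1 cells (2000/well) generates IP1. Compounds that block IMPase raise IP1 and so reduce the FRET signal from Eu-anti-IP1 and d2-IP1 after a 10 min room-temperature lysis.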
PNC assembly inh: inhibitors of perinucleolar compartment assembly. PC3M PTB-GFP, PNC prevalence imaging, 16 h; hits give low values. 3.1% of 140,000 active. AID 2417. activity change (PNC), negative = inhibition, % at 10 µM;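 active = readout at or below -70, meaning at least 70% loss of cells showing the perinucleolar compartment, a nuclear body marking cancer cells; inconclusive = readout between -30 and a set limit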;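 note: plate controls were DMSO wells for no effect and camptothecin positive control wells for full effect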
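Compounds are pinned in duplicate onto adhered PC3M cells stably expressing GFP-tagged PTB and incubated 16 h at 37 C. Cells are then fixed, nuclei stained with Hoechst, and PNC-positive cells counted.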
Starred values were filed as active, the others as inactive; ? = inconclusive; · = no result given; & = joins results of further samples; [ ] = another dose, or the depositor's remark. Unless noted, calls come from the whole dose curve; as a rule, active = well fitted curve in the direction sought with a large enough effect; inconclusive = small, poorly fitted or top-dose-only effect, or another doubt; inactive = no such curve, though single readings can be large; an effect the other way counts as inactive or inconclusive. Unless noted, % is set by controls: 0 for no effect and ±100 for the full control effect. The list is partial (hit frequency here may not be typical).

SMILES | ALOX12 inhib | ALOX15B inhib | IMPase inh | PNC assembly inh
CCCOc1ccc(N2C(=O)CC(N3CCCC(C(=O)N4CCCC4)C3)C2=O)cc1 (stereo unspecified) | -3% | -1%[2.29 µM] | -8 | ?
COc1ccc(Br)cc1C1Nc2ccccc2C(=O)N1NC(=O)c1ccncc1 (stereo unspecified) | -5% | 5% | 7 | -18
COc1ccc(-c2nc3ccccc3c(C(=O)Nc3ccc(S(=O)(=O)Nc4cc(C)on4)cc3)c2C)cc1 | -5% | -2% | 4 | 20
Cc1ccc(-c2nnn(CC(=O)N3c4ccccc4CCc4ccccc43)n2)cc1 | 8% | · | 12 | 10
CCOC(=O)C1C(=O)C=C(Nc2ccccc2F)CC1c1ccccc1 (stereo unspecified) | -8% | · | 7 | ?
Cc1cccc(-n2c(C)cc(/C=N/NC(=O)c3ccc(CN4CCOCC4)cc3)c2C)c1 | 0% | 30% | 2 | ?
Cc1cc(C(=O)OCC(=O)NCc2ccco2)c(C)n1-c1ccc(F)cc1 | -7% | -3% | 9 | -13
COc1cc(C2=NOC(C(=O)NC3CCCCC3)C2)cc(OC)c1OC (stereo unspecified) | 2% | 4% | -4 | 14
CCCCC(=O)NC(=S)Nc1cccc(Cl)c1N1CCCCC1 | 5% | · | 9 | 58
Clc1ccc(-c2cn3cc(Br)ccc3n2)cc1Cl | -5% | · | -15 | 4
CN(C)c1nc(OCCNC(=O)COc2ccc(Cl)cc2Cl)nc(N2CCOCC2)n1 | -3% | -6% | 13 | -4
Cc1cccc(CCNC(=O)c2nnc(Cc3ccc(Cl)cc3)o2)c1 | -3% | · | · | 27
CNc1ccccc1-n1ccc(-c2ccccc2)n1 | 7% | 6%[2.29 µM] | 0 | 13
O=C(C1CCN(Cc2ccc(Cl)cc2)CC1)N1CCN(C(c2ccccc2)c2ccccc2)CC1 | -11% | · | 22 | 23
Cc1cccc(C)c1OCc1nc2ccccc2c(=O)n1/N=C/c1c[nH]c2ccccc12 | -6% | · | 2 | ?
O=C(c1cnccn1)N1CCC2(CC1)CCN(c1ncccn1)CC2 | 2% | -5% | · | ·
Cc1nn(Cc2ccccc2)c(Cl)c1C(=O)OCc1nnc(-c2ccc(Cl)cc2)o1 | -20% | -8% | 2 | -7
c1ccc2c(N3CCCCC3)nc(N3CCCCC3)nc2c1 | 4% | 32%[activator] | 3 | -8
O=C(CSc1nc2c(cnn2-c2ccc(F)cc2)c(=O)[nH]1)N1CCCCCC1 | -2% | · | ? | 23
O=C(NCCN1CCOCC1)c1ccc2c(c1)N(Cc1ccc(F)cc1)C(=O)CS2 | 4% | 2% | 3 | -24
O=C(OC(C(=O)Nc1cc(Cl)cc(Cl)c1)c1ccccc1)C1=COCCO1 (stereo unspecified) | -5% | · | · | -6
Cc1nn(-c2ccccc2)c2c1C1(C(=O)N(C)c3ccccc31)C(C#N)=C(N)O2 (stereo unspecified) | -8% | -14% | 12 | ?
c1ccc(CNCC2COc3ccccc3O2)cc1 (stereo unspecified) | -3% | · | ? | ?
Cc1cc(NC(=O)c2ccc3c(c2)OCCO3)no1 | -2% | 1% | 2 | -4
CCn1c(N2CCN(C(=O)NC3CCCCC3)CC2)nc2ccccc21 | 0% | · | ? | ?
Cn1c(=O)[nH]c(=O)c2c1nc(Br)n2CCCO | -1% | 9% | -21 | 32
C=C(C)c1cccc(C(C)(C)NC(=O)N2CCN(c3ccccc3OC)CC2)c1 | -3% | · | · | ?
COc1ccc(NC(=S)N2CCC(N(C)CCN3CCOCC3)CC2)cc1 | -1% | · | · | 45
Cc1ccc(C)c(NC(=O)CSc2nnc(CSc3nc(C)cc(C)n3)n2Cc2ccco2)c1 | -4% | -1% | 7 | -3
Cc1cccc(NC(=O)NNC(=O)c2c(Cl)c(C)nn2C)c1 | -6% | · | · | ?
O=C(NCc1ccco1)c1ccc2nc3sc4c(c3c(=O)n2c1)CCCC4 | -21% | ? | 5 | 22
CC(=O)Nc1c(O)nc(SCC(=O)Nc2cccc(C)c2)[nH]c1=O | 14% | 3% | 0 | ?
CCOC(=O)c1sc(N)c(C#N)c1CSc1nnc(C2CCCCC2)n1N | 0% | -10% | 5 | 27
COc1ccc(NC(=O)CSc2c3c(nc4cc(Cl)ccc24)CCCC3)cc1OC | -3% | · | · | ?
CCn1c(=O)c(C(=O)NCc2ccc(OC)cc2)c(O)c2ccccc21 | -14% | 5% | -1 | -6
CNNCc1ccc(C(=O)NC(C)C)cc1 | 0%[25.6 µM] | 4%[25.6 µM] | -3[20.6 µM] | ·
O=C(CSc1nnc(CSc2nc3ccccc3s2)o1)NC1CCCCC1 | -7% | -1% | 16 | 33
CCN(CC)CCNC(=O)Cn1cnc2sc(C)c(S(=O)(=O)N3CCOCC3)c2c1=O | 2% | · | -4 | -100*
CCOC(=O)N1CCN(c2c(N3CCC(N4CCCCC4)CC3)c(=O)c2=O)CC1 | -5% | 6% | 5 | 8
CCOC(=O)N1CCN(C(=O)CSCc2ccccc2C)CC1 | 13% | -9% | 3 | -7
CCC1=C2CC[C@H]3C(=O)N(c4ccccc4)C(=O)[C@H]3[C@H]2[C@@]2(C)C(=O)N(Cc3ccccc3)C(=O)N2C1=O | -5% | 3% | · | ·
Cc1cc(OCCCCCNCCO)ccc1Cl | 12% | · | 0 | 18
O=C(CCC1CCCC1)N1CCC(N2CCCCCC2)CC1 | 3% | · | · | 15
Cc1ccccc1NC1=C/C(=N\S(=O)(=O)c2cccs2)c2ccccc2C1=O | -3% | ? | 9 | -29
Cc1ccc2nc(NC(=O)CCn3c(=O)sc4ccccc43)sc2c1 | -18% | 1% | -11 | 16

Compound profiles, from the list above. Order of values: ALOX12 inhib, ALOX15B inhib, IMPase inh, PNC assembly inh
Cc1ccc2nc(NC(=O)CCn3c(=O)sc4ccccc43)sc2c1 is listed as -18%, 1%, -11, 16
O=C(NCc1ccco1)c1ccc2nc3sc4c(c3c(=O)n2c1)CCCC4 is listed as -21%, ?, 5, 22
CCn1c(=O)c(C(=O)NCc2ccc(OC)cc2)c(O)c2ccccc21 is listed as -14%, 5%, -1, -6
O=C(CCC1CCCC1)N1CCC(N2CCCCCC2)CC1 is listed as 3%, ·, ·, 15
CCC1=C2CC[C@H]3C(=O)N(c4ccccc4)C(=O)[C@H]3[C@H]2[C@@]2(C)C(=O)N(Cc3ccccc3)C(=O)N2C1=O is listed as -5%, 3%, ·, ·

(listing goes on)
SMILES | ALOX12 inhib | ALOX15B inhib | IMPase inh | PNC assembly inh
CC1(C)CC(=O)C2=C(C1)N(c1ccc(F)cc1)C(=O)CC2c1cccnc1 (stereo unspecified) | 1% | · | 2 | 47
COc1cc2c(cc1OC)C(C)N(C(=O)c1cc3ccccc3o1)CC2 (stereo unspecified) | -3% | 1% | 11 | 60
CCOC(=O)NS(=O)(=O)c1ccc(CCNC(=O)c2cc(C)on2)cc1 | 0% | · | · | -20
Cc1ccccc1C(=O)NNC(=S)Nc1cccc(C(F)(F)F)c1 | -4% | · | · | -112*
Cc1sc2nc(CN(C(=O)c3cccs3)C3CCCC3)[nH]c(=O)c2c1C | -7% | -12% | ? | 3
CN(C)/C=N/c1ncc(C(=O)c2ccccc2)s1 | -2% | 2% | 0 | 20
CCc1ccc(NCCC(=O)c2ccc(Br)cc2)cc1 | -4% | -14% | -12 | -28
O=C(Cc1ccc(Cl)cc1)NNC(=O)c1cnccn1 | -1% | · | · | -23
NC(=O)c1cc(S(=O)(=O)Nc2cccc(F)c2)co1 | -5% | 3% | 1 | 17
O=C1OC(c2ccccc2)=NC12CC2c1ccc(Cl)cc1 (stereo unspecified) | -2% | · | · | -11
COc1ccc(OCC(=O)NC(=S)Nc2ccc(S(=O)(=O)Nc3cc(OC)nc(OC)n3)cc2)cc1 | -10% | · | · | -22
CCN(CC)C(=S)SCC(=O)c1ccccc1 | 1% | -8% | 5 | 7
O=S(=O)(c1ccccc1)N1CCC2(CCN(C(c3ccccc3)c3ccccc3)CC2)CC1 | -2% | 17% | · | ·
CCCCC(=O)NC(=S)Nc1cccc(NC(=O)c2ccco2)c1 | -8% | · | -6 | -12
O=C(NC(=S)NCC1CCCO1)c1ccc(Cl)cc1Cl (stereo unspecified) | -6% | · | · | ?
COc1cccc(C2NC(=S)NC3=C2CCc2ccccc23)c1 (stereo unspecified) | -1% | · | -2 | 12
CCCC(=O)Nc1c(C(=O)OCC)[nH]c2ccccc12 | 2% | 2% | ? | -24
C[C@@H]1CNCCN1S(=O)(=O)c1cccc2cnccc12 | -5%&-5% | 11%&-19% | -1&0 | ·
Cc1ccc(N2C(=O)c3ccccc3NC2C(C)Cc2ccc3c(c2)OCO3)cc1 (stereo unspecified) | ? | · | 5 | ?
CCOc1ccccc1N1CCN(C(=O)/C=C/c2cccc([N+](=O)[O-])c2)CC1 | -6% | · | · | 26
CCOC(=O)c1cccc(NC(=O)CN(c2ccc(C)cc2)S(=O)(=O)c2c(C)n[nH]c2C)c1 | -17% | -9% | -3 | ?
CC(=O)N1C(=O)N(C)C2C1N(C)C(=O)N2C(C)=O (stereo unspecified) | 0% | -5% | -12 | -5
O=C(NC1CCN(Cc2ccccc2)CC1)C1CCCN(S(=O)(=O)c2cccc3nonc23)C1 (stereo unspecified) | 0% | 15% | 2 | ?
O=C(COC(=O)C1CC(=O)N(c2ccc3c(c2)OCCO3)C1)NC1CCCc2ccccc21 (stereo unspecified) | -5% | 3% | 2 | -7
CCc1cccc(CC)c1NC(=S)NCC(c1cccnc1)N1CCOCC1 (stereo unspecified) | 3% | · | 4 | 38
O=C(CSc1cn(Cc2ccccc2)c2ccccc12)N1CCOCC1 | 1% | -3% | -2 | -27
CC(=O)Nc1coc2ccc(Br)cc12 | -9% | -2% | 5 | 23
COC(=O)c1c(NC(NC(=O)c2ccccc2)(C(F)(F)F)C(F)(F)F)sc2c1CCN(C)C2 | -4% | · | · | 43
COc1ccccc1-c1noc(CCC(=O)Nc2cccc(C)c2)n1 | -7% | -11% | 4 | 7
CN(C)c1nc(Nc2ccccc2)nc(N(C)C)n1 | -3% | 25% | 2 | 25
CC(=O)c1ccc(NC(=O)C(C)OC(=O)COc2ccc(C#N)cc2)cc1 (stereo unspecified) | 0% | · | -4 | 22
CC(=O)C(Sc1nn(C)c(=S)s1)C(=O)Nc1ccccc1 (stereo unspecified) | -13% | ? | 10 | 3
O=C(O)CN1CCN(Cc2ccc(F)cc2Cl)C1=O | -2% | -3% | -20 | -14
COc1ccc(-n2c(Cc3cccn3C)nnc2SCC(=O)Nc2ccccc2F)cc1 | 1% | · | 5 | -108*
CCN(CC)CCCC(C)n1c(-c2ccccc2)nc2c(NCCOC)nc(C)nc21 (stereo unspecified) | 0% | 17% | · | ·
Cc1cc(NC(=O)c2ccco2)ncc1NC(=O)CCc1ccccc1 | 0% | 0% | 7 | ?
Cc1ccc(NC(Cc2cc(C)no2)c2ccccc2)cc1 (stereo unspecified) | -6% | · | · | 15
COCCCNC(=O)c1ccc(N2CCOCC2)c(NS(=O)(=O)c2ccc(OC)cc2)c1 | 1% | -16% | 5 | -13
N#Cc1c(-c2ccco2)cc(C2CC2)nc1N | -3% | ? | -2 | -12
COc1cc(-c2coc3cc(OCc4ccccc4)c(OC)c(O)c3c2=O)cc(O)c1OC | -8% | -25% | · | ·
CCCOc1ccc(S(=O)(=O)NNC(=O)c2cc3ccccc3o2)cc1 | -2% | · | 8 | 22
Cc1ccc(-n2c(SCc3nnc4n3CCC4)nnc2-c2ccccc2)cc1 | -3% | 3% | 3 | -28
Cc1cc(N2CCOCC2)ccc1/C=C1\SC(=O)N(C(C)C)C1=O | 2% | 4% | 3 | 13
Cc1cc(Nc2ccccc2)n(CCOC(=O)COc2ccccc2)n1 | 3% | -2% | 10 | -19
